Screening results: PubChem BioAssay, National Center for Advancing Translational Sciences (NCATS)
12-LOX inh: ALOX12 (human) lipoxygenase inhibition; AID 1671190; P18054; Potency, µM (highest dose often 108 µM), inactives show at the highest dose activity change, negative = inhibition, hits mostly inhibitors; purified 12hLO, xylenol orange hydroperoxide absorbance; 580,000 tested, 1.1% active; active means well fitted inhibition curve with a large enough effect; inconclusive means small, poorly fitted or top-dose-only effect, or another doubt; inactive means no such curve, though single readings can be large or run the other way
Target sequence (P18054 whole entry, looked up): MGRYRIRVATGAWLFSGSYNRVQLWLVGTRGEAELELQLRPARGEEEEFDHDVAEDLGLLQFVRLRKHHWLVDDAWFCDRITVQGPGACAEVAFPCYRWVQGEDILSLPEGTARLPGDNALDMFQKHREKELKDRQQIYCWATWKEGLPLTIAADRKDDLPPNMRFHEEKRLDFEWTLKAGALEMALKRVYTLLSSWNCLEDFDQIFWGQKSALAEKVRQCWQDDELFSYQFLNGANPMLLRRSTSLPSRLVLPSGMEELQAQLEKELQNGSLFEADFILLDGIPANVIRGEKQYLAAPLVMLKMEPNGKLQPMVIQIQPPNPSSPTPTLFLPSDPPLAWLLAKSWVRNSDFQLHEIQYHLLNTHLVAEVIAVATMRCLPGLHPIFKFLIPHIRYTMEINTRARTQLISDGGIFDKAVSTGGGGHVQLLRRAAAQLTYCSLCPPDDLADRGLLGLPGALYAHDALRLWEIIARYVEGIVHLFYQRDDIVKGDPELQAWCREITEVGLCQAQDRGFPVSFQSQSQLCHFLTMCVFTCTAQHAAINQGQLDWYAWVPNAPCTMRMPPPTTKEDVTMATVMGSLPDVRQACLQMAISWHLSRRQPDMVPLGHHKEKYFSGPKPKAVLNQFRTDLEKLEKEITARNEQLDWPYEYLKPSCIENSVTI
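Purified human 12hLO at 150 nM in 25 mM Hepes, 0.01% Triton X-100, pH 7.0, preincubated 15 min at room temperature with compound. Reaction started with 40 uM arachidonic acid, 30 min at room temperature. Hydroperoxide measured by Fe-xylenol orange, 573/405 nm absorbance ratio.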
Numbers without * were called inactive; ? = inconclusive; [ ] = remark or other dose. On the % scale 0 is the no-effect control and ±100 the full control effect; potency means the concentration at half of the fitted maximal effect. This is a subset. The share of hits here may be higher or lower than overall.

smiles | 12-LOX inh
O=C(c1cc(-c2ccccc2)n[nH]1)N1CCc2c(nc(-c3ccccc3)[nH]c2=O)C1 | 6%
Cc1ccc(S(=O)(=O)NC[C@H]2OC[C@@H](NC3CCNCC3)[C@@H]2O)cc1 | ?
Cn1nc2n(c1=O)CCN(C(=O)C1CC=CCC1)CC2 (stereo not drawn) | 53%[activator]
O=C(N[C@@H]1CNC[C@H]1CO)C1CCC1 | -3%
Cc1ccc(C2Cn3nnc(-c4noc(-c5ccccc5Cl)n4)c3CO2)cc1 (stereo not drawn) | 23%
COCCOC1CCOC2(CCN(C(=O)CCc3nc4ccccc4[nH]3)CC2)C1 (stereo not drawn) | 61%[activator]
CN1CCCCCCN(C(=O)c2ccsc2)[C@H]2CCC[C@H]2C1=O | 41%[activator]
CCCn1nc(C)c(Cn2cc(-c3nccn3C)nn2)c1C | -2%
COCC1CN(C(C)=O)CC12CCN(C(=O)NCc1ccc(C)cc1)CC2 (stereo not drawn) | 46%[activator]
Cc1nc(CCN(C)c2nc(C3CCCC3)nc3c2cnn3C)no1 | 3%
CC(c1ccc(S(C)(=O)=O)cc1)N(C)S(=O)(=O)c1cccc(Cl)c1 (stereo not drawn) | 14%
CCn1ccc(C(=O)N2C[C@@H](Oc3cccnc3)C[C@H]2C(=O)NC)n1 | 32%[activator]
COc1ccc(Oc2coc3cc(OC(=O)c4ccc(Cl)cc4)ccc3c2=O)cc1 | -2%
O=C(CCC(=O)c1ccc2c(c1)CCC2)NC1CCCC1 | ?
Cc1ccc2nc(/C(C#N)=C/c3cccc(O)c3)[nH]c2c1 | ?
Cc1cc(Cl)c(Cl)cc1S(=O)(=O)NCCCO | -15%
Cc1cccc(C(=O)N2CCC3(CC2)OCC(C(=O)N2CCCC2)N3C(=O)c2cccc(C)c2)c1 (stereo not drawn) | 19%
COc1cc(OC)cc(C(=O)N2CCCC(n3cc(C(=O)NCC(C)C)nn3)C2)c1 (stereo not drawn) | 5%
COc1cc(F)ccc1-c1cc2c(ccn2C)c(C(=O)NCCc2cnc[nH]2)n1 | 81%[activator][176 µM]
Cc1cc(C)c(NC(=O)CN(C)Cc2ncc(-c3ccc(F)cc3)o2)c(C)c1 | -18%
O=C(NCc1ccc2c(c1)OCO2)c1cnc2c(c1)N(C(=O)CCc1ccccc1)CCC2 | -29%
CC(C)OCCCNC(=O)c1cc(=O)[nH]c2ccccc12 | 18%
O=c1cc(-c2ccccn2)oc2c(-c3ccccc3F)nccc12 | -34%[176 µM]
CCCOc1ccccc1CCNC(=O)CC1C(=O)N(C)C(=O)N1C (stereo not drawn) | 28%
Cc1ccccc1CNC(=O)c1cccn2c(=O)c3ccccc3nc12 | -24%
CCCCn1nc(C)c2c(C(F)(F)F)cc(-c3ccc(Br)cc3)nc21 | -8%
O=C(/C=C/c1cccc(C(F)(F)F)c1)c1ccc(N2CCCC2=O)cc1 | 3%
CN1CCN(C(C(=O)O)c2cn(CC(=O)O)c3cc(Cl)ccc23)CC1 (stereo not drawn) | ?
CCn1cnnc1-c1nn(C)c2c1CN(C(=O)c1[nH]nc3c1CCc1cc(OC)ccc1-3)CC2 | 77%[activator]
O=c1[nH]c2cc(-c3nc(-c4cccnn4)no3)ccc2n1C1CCC(O)CC1 (stereo not drawn) | 83%[activator]

An excerpt of these results, field by field:
> O=C(c1cc(-c2ccccc2)n[nH]1)N1CCc2c(nc(-c3ccccc3)[nH]c2=O)C1
  12-LOX inh: 6%

> CN1CCN(C(C(=O)O)c2cn(CC(=O)O)c3cc(Cl)ccc23)CC1 (stereo not drawn)
  12-LOX inh: ?

> CCCOc1ccccc1CCNC(=O)CC1C(=O)N(C)C(=O)N1C (stereo not drawn)
  12-LOX inh: 28%

> COc1cc(OC)cc(C(=O)N2CCCC(n3cc(C(=O)NCC(C)C)nn3)C2)c1 (stereo not drawn)
  12-LOX inh: 5%

Additional entries.
smiles | 12-LOX inh
COc1ccc(C(=O)NC2(C(F)(F)F)NC(=O)N(c3ccccc3)C2=O)cc1OC (stereo not drawn) | -54%
O=C(Nc1ccc(Cl)cc1)C1=NO[C@@H]2CN(c3ccccn3)C[C@H]12 | 13%[176 µM]
CCC(C)C(NC(=O)c1ccc(C(C)C)cc1)C(=O)O (stereo not drawn) | ?
O=C1CCN(S(=O)(=O)c2ccccc2)CCCC(C(=O)NCc2cc(F)cc(F)c2)CCN1 (stereo not drawn) | -15%
Fc1ccc(NC(=S)NCCC(c2ccccc2)c2ccccc2)cc1Cl | 25µM*
O=C(Nc1ccc2oc(-c3cccnc3)nc2c1)c1ccc(OCc2ccccc2)cc1 | 67%[activator]
CC(C)(C)c1ccc(-c2nc(C#N)c(N3CCCCC3)o2)cc1 | 0%
Cc1nc2ccccc2n1Cc1cn([C@@H]2CN[C@H](C(=O)O)C2)nn1 | 62%[activator]
CC(C)(C)c1ccc(C(=O)N2CCC3(C2)NC(=O)N(Cc2ccc(Cl)cc2)C3=O)cc1 (stereo not drawn) | ?
CCN1c2cc(C(=O)Nc3ccc(F)c(F)c3)ccc2C(=O)N2CCCCC21 (stereo not drawn) | 8%
C(#C[Si](C#CCN1CCCCC1)(c1ccccc1)C1CCCCC1)CN1CCCCC1 | ?
COc1ccc([C@@H]2[C@@H](C(N)=O)C2(C#N)C#N)cc1 | 14%
Cn1cc(C#N)cc1C(=O)N1CCCC(C)(Cc2ccc3c(c2)OCO3)C1 (stereo not drawn) | 5%
COc1ccc2nc(NS(=O)(=O)c3ccc(C)cc3)c(Nc3ccc4c(c3)OCO4)nc2c1 | 20%
Cc1ccc(Cc2ccccc2C(=O)N2CCOC(C(F)(F)F)C2)cc1 (stereo not drawn) | -22%
O=C(NCC1CCOc2ccccc2C1)c1cn(CCN2CCNCC2)nn1 (stereo not drawn) | -18%
CC1Oc2ccc(-c3csc(NC(=O)c4ccco4)n3)cc2NC1=O (stereo not drawn) | -3%
CNC(=O)Cn1nc(C2CCN(C(=O)c3cccc(F)c3)CC2)c2c1CCOC2 | 24%
C1CC(OCC2CC2)CN1 (stereo not drawn) | 27%
COc1ccc(-c2ccccc2C2Cc3nnccc3CN2C(=O)Nc2ccccc2)cc1 (stereo not drawn) | -12%
NNC(=O)c1cccc([N+](=O)[O-])c1 | 5%
NC(=O)CO[C@@H]1CO[C@H]2[C@@H]1OC[C@@H]2NS(=O)(=O)c1ccc(Cl)cc1 | 4%[176 µM]
CCNc1ncc(C(=O)N[C@H](c2cccs2)C2CC(O)C2)cn1 (stereo partly drawn) | 102%[activator]
COc1ccc(CN2CC(Oc3ccccc3C(=O)NC3CC3)C2)cc1OC | 8%
Cc1ccc(NC(=O)CSC2CCCC2)c(Br)c1 | ?
Cc1noc(-c2cn(C3CCCN(C(=O)c4ccc(F)c(F)c4)C3)nn2)n1 (stereo not drawn) | -4%
CN(c1ccc(NC(=O)CCc2cn(Cc3ccc(Br)cc3)c3ccccc23)cc1)c1ccccn1 | -17%
Cc1c(Cl)cccc1NC(=S)NCCSc1ccc(Cl)cc1 | -86%
CCOC(=O)C1CCC(CNC(=O)N2CCCC2c2ccc(OC)cc2)CC1 (stereo not drawn) | 1%
COc1ccccc1-c1[nH]nc2ncc(-c3cccc(F)c3)nc12 | 2%[176 µM]
Cc1cc(C)cc(C(=O)N(CC#N)C2CC2)c1 | -24%
O=C(Nc1c(F)cccc1F)C12CC3CC(CC(C3)C1)C2 | -1%
CCc1nnc(CN2CCC(C(=O)Nc3cccc(-c4ccco4)c3)CC2)o1 | 73%[activator]
CN(C)[C@H]1C[C@@H](Cc2cc(CCO)on2)C1(C)C | 30%[activator][176 µM]
COC1CCC12CCN(C(=O)c1cccn1C)CC2 (stereo not drawn) | 18%
COC(=O)c1ccc(CN2C(=O)[C@@H]3C[C@@H](O)CN3C3(CN(Cc4ccc(OC)cc4)C3)C2=O)cc1 | 0%
CC(Sc1ccccc1)C(=O)N(Cc1ccco1)c1c(N)n(Cc2ccccc2)c(=O)[nH]c1=O (stereo not drawn) | -13%
Cc1c(C(=O)NC(c2ccc(F)cc2)c2nccn2C)oc2ccc(F)cc12 (stereo not drawn) | -5%
COCCN1CCN(c2nc(C(=O)Nc3ccc(F)c(Cl)c3)cs2)C1=O | ?
COc1ccc(C)cc1NC(=O)C1CCCN(c2ncnc3onc(-c4ccc(F)cc4)c23)C1 (stereo not drawn) | -48%
COCCOC1CCN(C(=O)c2ccc3oc(-c4cccc(F)c4)nc3c2)CC1 | 28%
CC(C)CCN1CCc2c(n(Cc3cccnc3)n(CCc3ccccc3)c2=O)C1 | 2%[176 µM]
COc1cccc(C(=O)NCC2CCCN(Cc3cnn(C)c3C)C2)c1OC (stereo not drawn) | 8%
CC(=O)N1CCC(N2C[C@H](O)C[C@H]2C(=O)NC2CCCCC2)CC1 | 40%[activator]
CCCCNC(=O)c1ccc(NC(=O)CCc2ccccc2)cc1 | 11%
O=C(C1CCCC1)N1CCC(C(=O)N2CCCC2c2ccccn2)CC1 (stereo not drawn) | 15%
CN1CCCN(c2ccc(C(=O)N3CCC(N4CCOCC4)CC3)cn2)CC1 | -10%
CCCNC(=O)N(C1CCOCC1)C1CCN(S(=O)(=O)c2ccc(F)cc2)CC1 | 36%[activator]
Cc1onc(-c2ccccc2Cl)c1-c1nc(-c2ccc(Br)cc2)no1 | -10%
C#CCNC(=O)C1CCCN1c1nc2ncccc2o1 (stereo not drawn) | -5%[176 µM]
COCc1noc([C@@H]2CN(Cc3cccc(C#N)c3)C[C@H]2COC)n1 | 10%
Cc1ccc(NC(=O)c2ccccc2NCC(=O)N2CC(=O)Nc3ccccc32)cc1 | 4%
O=C(NC1CCCC1)C1CCN(C(=O)c2ncn3c2COC(c2ccc(Cl)cc2)C3)CC1 (stereo not drawn) | 25%
CC1CCc2nn3ccn(CC(=O)Nc4cccc(Cl)c4)c(=O)c3c2C1 (stereo not drawn) | -13%
O=C1NC2(CCOCC2)C(=O)N1CC(=O)N1CCCc2ccccc21 | 20%
C#CCNC(=O)C(C#N)C(=O)CCc1ccc2ccccc2c1 (stereo not drawn) | 39%[activator]
Fc1ccc(-c2nnn(Cc3cc(Cl)c4c(c3)OCCCO4)n2)cc1 | -48%
COc1ccc(-c2cc(=O)c3cc(NC(=O)c4cc(OC)c(OC)c(OC)c4)ccc3o2)cc1 | -3%
O=C(CCc1ccccc1)Nc1cnc2ccccc2c1 | ?
CCCCNC(=S)Nc1cc(C)ccc1F | ?

Retrieved one by one from the list above, two records:
smiles | 12-LOX inh
O=C(CCc1ccccc1)Nc1cnc2ccccc2c1 | ?
COc1cccc(C(=O)NCC2CCCN(Cc3cnn(C)c3C)C2)c1OC (stereo not drawn) | 8%

Later entries.
smiles | 12-LOX inh
COc1ccc(C(=O)N2CCC(N3C(=O)CCC3C(=O)NC(C)C)CC2)cc1 (stereo not drawn) | 18%
CCN(CC)C(=O)CSc1nc2ccccc2c(=O)n1CCc1cccs1 | -55%
CC1CCN(c2ccc3nnc(CCC(=O)NCC4CCN(Cc5ccc(F)cc5)CC4)n3n2)CC1 | 23%
O=C(Nc1ccccc1)N[C@H]1CO[C@H]2[C@@H]1OC[C@@H]2n1nnnc1-c1ccc2c(c1)OCO2 | 15%
Cc1ccc(Nc2ccc(S(N)(=O)=O)cc2[N+](=O)[O-])cc1 | -51%
COCCC(=O)N[C@H]1CC[C@]2(C)CC[C@@H]3[C@H](OC(=O)[C@H]3C)[C@H]2[C@@H]1C | 40%[activator][176 µM]
O=C1CC2(CCN(C(=O)c3ccccn3)CC2)Oc2ccccc21 | 35%[activator][176 µM]
CCN(CC)CCNC(=O)CCc1c(C)nc2c(c1C)c(=O)n(C)c(=O)n2C | 6%
COc1ccc(C(=O)N2C3CCCC2CC(=O)C3)cc1 | 15%[176 µM]
O=C(O)c1ccccc1C(=O)c1cc(Cl)ccc1Cl | -18%
CC(=O)c1ccc(C(=O)NC(C)c2ccc(OC(F)F)cc2)s1 (stereo not drawn) | ?
Cc1ccc(C)c(-c2cc(C(=O)N3CCCC3c3nncn3C(C)C)[nH]n2)c1 (stereo not drawn) | -3%
CC(C)Sc1nc2c(c(=O)n(C)c(=O)n2C)n1Cc1ccccc1 | 2%
Cn1nc(C2CCN(C(=O)c3cncc(Br)c3)CC2)c2c1CCOC2 | 46%[activator]
CCOC(=O)C1=C(C(=O)OCC)C2N(Cc3ccc(C#N)cc3)c3ccccc3[C@@]23C[C@@H](C(=O)OC)N(S(=O)(=O)c2ccc(F)cc2)C3=N1 (stereo partly drawn) | -7%
CN1CCN(C(C(=O)O)c2cn(CC(=O)O)c3cc(Br)ccc23)CC1 (stereo not drawn) | ?
Cc1nc2c(n1O)CCc1c-2no[n+]1[O-] | -12%
N#CCc1nnc(-c2ccccc2)s1 | -23%
CC(C)(C)c1ccc(CN(Cc2ccccc2)C(=S)Nc2ccc(Br)cc2)cc1 | ?
Cc1cccc2c1NC(=O)C21CC(=O)Nc2c1cnn2C(C)(C)C (stereo not drawn) | -1%
COC(=O)[C@H](C(C)C)N(CCc1cn(CC2CCCCC2)nn1)S(=O)(=O)c1ccc(F)cc1Br | 9%
CCCCn1c(SCC(=O)c2ccc(Cl)cc2)nc2c1c(=O)[nH]c(=O)n2C | ?
COC(=O)c1ccc(NC(=O)COc2cc(C)c(Cl)c(C)c2)cc1 | 0%

Shown as a hit in 12-LOX inh, of those listed so far:
smiles | 12-LOX inh
Fc1ccc(NC(=S)NCCC(c2ccccc2)c2ccccc2)cc1Cl | 25µM*
